m5-HT2A agonist = mouse HTR2A agonism via beta-arrestin recruitment; activation, % at 7.6 µM; 0.66% of 360,000 active; CHO-K1 mHTR2A beta-arrestin complementation, luminescence; percent of 30 µM serotonin response;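 active = activation above a run cutoff, the mean activation of all tested compounds plus 3 SD, cut at about 14% in these data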;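 note: 0% = plate median of compound wells and 100% = 30 µM serotonin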
Target sequence (P35363 whole entry, looked up): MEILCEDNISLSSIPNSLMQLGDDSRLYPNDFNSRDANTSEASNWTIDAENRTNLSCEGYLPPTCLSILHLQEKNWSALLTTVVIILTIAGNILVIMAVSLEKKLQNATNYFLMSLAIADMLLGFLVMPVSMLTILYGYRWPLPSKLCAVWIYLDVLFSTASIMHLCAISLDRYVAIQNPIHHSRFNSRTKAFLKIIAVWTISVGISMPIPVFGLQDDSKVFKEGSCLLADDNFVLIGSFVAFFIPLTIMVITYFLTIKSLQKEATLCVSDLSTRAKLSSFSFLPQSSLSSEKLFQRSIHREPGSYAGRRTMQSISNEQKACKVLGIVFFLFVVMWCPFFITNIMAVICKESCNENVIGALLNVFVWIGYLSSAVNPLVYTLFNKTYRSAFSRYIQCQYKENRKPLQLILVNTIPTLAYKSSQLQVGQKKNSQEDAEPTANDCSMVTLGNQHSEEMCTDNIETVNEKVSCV
Shn3 inh set2 = Schnurri-3 reporter inhibition in Clone20 osteoblasts; 0.52% of 360,000 active; Clone20 osteoblast Shn3 3'UTR firefly luciferase, 24 h; AID 588674; inhibition, % at 12.5 µM;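 active = mean inhibition of at least 75% with every replicate also reaching 75%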;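 note: 0% = median of neutral control wells and 100% = pilot-screen positive control compound; some compounds past the cut are filed as inactive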
Peg3 prom inh = reduces Peg3 promoter-driven luciferase expression in HeLa | HeLa PEG-Prom luciferase reporter, luminescence, overnight | inhibition, % at 20 µM | 1.7% of 360,000 active | AID 588405;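 active = inhibition of at least 50% at 20 µM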
NR2E3 ag-1 = activates human NR2E3 receptor. AID 602229. CHO-S Gal4-NCOR/VP16-NR2E3 two-hybrid, luciferase. 0.35% of 360,000 active. Q9Y5X4. inhibition of corepressor binding, % at 3.98 µM;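 active = inhibition above the mean of all tested compounds plus 3 SD, cut at about 70% in these data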;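 note: 0% = DMSO with NR2E3 transfected cells and 100% = cells lacking NR2E3 construct; higher means lower luciferase signal from less NR2E3 corepressor binding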
CaV13 FRET inh = Disruptors of the CACNA1D IQ motif to Ca2+-dependent inactivation inhibitor domain association, primary screening, Förster resonance energy transfer in intact living …; 0.098% of 340,000 active; AID 743397; HEK cells, CFP/YFP FRET ICDI-IQ, plate reader, 10 min; percent FRET-ratio fall versus neutral wells; inhibition, % at 12.3 µM;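 active = mean replicate inhibition of at least 30% and at least 1% of replicates passing that level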;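 note: 0% = median of the neutral control wells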
hiPSC survival = enhancers of human iPSC single-cell survival. 0.044% of 360,000 active. survival enhancement, % at 20 µM. AID 602274. hiPSC single-cell survival, ATPlite luminescence; 100% = ROCK inhibitor wells, 0% = DMSO; in the data active = survival enhancement above about 18%;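 note: cells exposed to compounds for 16 hours before the ATP read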
H9c2 protect = modulators protecting cardiomyocytes from myocardial damage. H9c2 cardiomyocytes, H2O2 injury protection, ATPLite, 2 h. protection from H2O2 cell death, % at 20 µM. 0.63% of 360,000 active. AID 588492;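 active = compounds giving at least 50% protection of heart cells from peroxide-induced death in the single-dose screen, raw or plate-pattern-corrected value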;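 note: 0% = DMSO wells with peroxide and 100% = DMSO wells without peroxide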
PDI turbidity = PDI (human) enzyme inhibition; 0.052% of 350,000 active; AID 588391; PDI insulin aggregation turbidity, A650, 90 min; inhibition, % at 10 µM; P07237;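 active = mean inhibition across replicates of 30% or more, whatever share of single replicates reach that level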;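 note: absorbance from insulin aggregation driven by PDI reduction with DTT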
Target sequence (P07237 whole entry, looked up): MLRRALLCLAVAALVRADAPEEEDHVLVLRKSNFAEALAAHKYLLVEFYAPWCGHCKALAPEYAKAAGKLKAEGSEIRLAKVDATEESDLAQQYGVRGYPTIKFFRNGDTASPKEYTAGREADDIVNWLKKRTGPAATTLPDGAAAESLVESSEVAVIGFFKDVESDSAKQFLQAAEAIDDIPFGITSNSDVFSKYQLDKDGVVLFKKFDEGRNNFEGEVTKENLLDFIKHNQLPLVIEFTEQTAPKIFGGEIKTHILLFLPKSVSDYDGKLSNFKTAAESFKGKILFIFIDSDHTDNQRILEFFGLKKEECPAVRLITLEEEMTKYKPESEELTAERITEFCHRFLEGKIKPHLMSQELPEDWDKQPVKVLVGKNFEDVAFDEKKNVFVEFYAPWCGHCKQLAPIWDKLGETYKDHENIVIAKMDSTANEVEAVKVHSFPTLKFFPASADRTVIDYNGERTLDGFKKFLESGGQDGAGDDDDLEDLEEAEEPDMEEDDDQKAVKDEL
HIF-2a block = HIF-2a inhibition; 786-0 RCC cells HIF-2a reporter, luciferase luminescence, overnight; inhibition, % at 18.8 µM; 0.72% of 360,000 active; AID 624352;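 active = inhibition of the luminescence signal of 40% or more relative to plate controls, in a single-dose primary screen at 18.75 µM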
NR2E3 ag-2 = agonists of human nuclear receptor NR2E3; Q9Y5X4; GST-NR2E3/biotin-RetCOR TR-FRET, 1536-well; inhibition of corepressor binding, % at 4.78 µM; 0.12% of 320,000 active; AID 2300;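 active = percent inhibition above the cutoff of mean plus 3 SD of all tested compounds, set per screening campaign, cut at about 20% in these data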;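 note: 0% = DMSO wells and 100% = biotin wells as full block of FRET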
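Test system – NR2E3–RetCOR corepressor complex · Quantity – NR2E3 fusion 1.35 nM · Buffer or medium – Tris pH 7.5 · Incubation – Compound–protein incubation for 5 h at 4 °C · Technique – TR-FRET, Eu(K)-anti-GST donor, streptavidin-D2 acceptor, ex 340, em 617/671 nm · Evaluation – percent inhibition of 671/617 nm emission ratio versus biotin and DMSO controls · Plate – 1536-well format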
TRPM1 prom inh = reduces MITF-dependent TRPM1 promoter luciferase signal | SK-MEL-5 TRPM1 promoter luciferase, 24 h | inhibition, % at 12.5 µM | 0.83% of 330,000 active;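 active = mean inhibition across replicates of 60% or more, whatever share of single replicates reaches that level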; note: values of inactives mirror those of a sister screen read the other way
* hit, by the source's call.

What do the screens show for `O=C(O)c1cc(-c2ccc(Cl)c(Cl)c2)n(-c2ccccc2)n1`?
m5-HT2A agonist: 1; Shn3 inh set2: -7; Peg3 prom inh: 8; NR2E3 ag-1: 2; CaV13 FRET inh: -1; hiPSC survival: 4.6; H9c2 protect: 1; PDI turbidity: 7; HIF-2a block: 6; NR2E3 ag-2: 3; TRPM1 prom inh: 1

How did O=C(NCc1ccncc1)c1c(F)c(F)c(F)c(F)c1F do in these assays?
m5-HT2A agonist: 7; Shn3 inh set2: -10; Peg3 prom inh: 10; NR2E3 ag-1: 9; hiPSC survival: -1.9; H9c2 protect: -1; PDI turbidity: 0; HIF-2a block: 17; NR2E3 ag-2: 3; TRPM1 prom inh: -12

Results for COC(=O)c1cc2nc(-c3ccc(C)cc3)cc(C(F)(F)F)n2n1 ?
m5-HT2A agonist: 2; Shn3 inh set2: -33; Peg3 prom inh: 3; NR2E3 ag-1: 8; CaV13 FRET inh: -6; hiPSC survival: 2.1; H9c2 protect: 5; PDI turbidity: -1; HIF-2a block: 23; NR2E3 ag-2: 0; TRPM1 prom inh: -4

Results for CC(C)(CNC(=O)c1sc2cc(Cl)ccc2c1Cl)N1CCOCC1 ?
m5-HT2A agonist: -5; Shn3 inh set2: -3; Peg3 prom inh: -62; NR2E3 ag-1: -24; CaV13 FRET inh: 0; hiPSC survival: 3.8; H9c2 protect: -9; PDI turbidity: -5; HIF-2a block: -133; NR2E3 ag-2: 1; TRPM1 prom inh: -26

How did O=C(Nc1cccc(Cl)c1Cl)c1snnc1-c1ccccc1 do in these assays?
m5-HT2A agonist: 8; Shn3 inh set2: -1; Peg3 prom inh: 3; NR2E3 ag-1: 0; hiPSC survival: 3.9; H9c2 protect: -5; PDI turbidity: 1; HIF-2a block: 12; NR2E3 ag-2: 2; TRPM1 prom inh: -6

Results for COc1ccc(S(=O)(=O)N2CCC(NC(=O)OCc3c(Cl)cccc3Cl)CC2)cc1 ?
m5-HT2A agonist: 3; Shn3 inh set2: 15; Peg3 prom inh: 3; NR2E3 ag-1: 7; CaV13 FRET inh: -3; hiPSC survival: -0.8; H9c2 protect: -16; PDI turbidity: 2; HIF-2a block: 21; NR2E3 ag-2: 6; TRPM1 prom inh: 13

How did COc1ccc(NC(=O)C(c2ccc(C)cc2)N(C)C(=O)CC2NC(=O)NC2=O)cc1 (stereo not drawn) do in these assays?
m5-HT2A agonist: -2; Shn3 inh set2: -20; Peg3 prom inh: 6; NR2E3 ag-1: 0; CaV13 FRET inh: -5; hiPSC survival: 0.9; H9c2 protect: 12; PDI turbidity: 4; HIF-2a block: 13; NR2E3 ag-2: 5; TRPM1 prom inh: -13

How did CC(C#Cc1ccc2c(c1)COc1c3ccccc3nn1-2)OC(C)(C)C (stereo not drawn) do in these assays?
m5-HT2A agonist: -1; Shn3 inh set2: -110; Peg3 prom inh: -245; NR2E3 ag-1: -29; CaV13 FRET inh: -10; hiPSC survival: -1.8; H9c2 protect: -6; PDI turbidity: 0; HIF-2a block: -224; NR2E3 ag-2: 1; TRPM1 prom inh: -92

How did O=C(NCC(=O)N(Cc1ccccc1)C(C(=O)NCC1CCCO1)c1ccccc1)c1cccs1 (stereo not drawn) do in these assays?
m5-HT2A agonist: 4; Shn3 inh set2: 12; Peg3 prom inh: 14; NR2E3 ag-1: -9; CaV13 FRET inh: -7; hiPSC survival: -0.7; H9c2 protect: 32; PDI turbidity: -6; HIF-2a block: 13; NR2E3 ag-2: 2; TRPM1 prom inh: -5

Results for Cn1c(SCc2ccccc2)nnc1-c1ccco1 ?
m5-HT2A agonist: -1; Shn3 inh set2: -22; Peg3 prom inh: -94; NR2E3 ag-1: -60; CaV13 FRET inh: -17; hiPSC survival: -0.7; H9c2 protect: -8; PDI turbidity: 3; HIF-2a block: -153; NR2E3 ag-2: 1; TRPM1 prom inh: -36

How did COc1cc(C(C)=O)ccc1OCc1nnc(-c2ccccc2Br)o1 do in these assays?
m5-HT2A agonist: 10; Shn3 inh set2: -21; Peg3 prom inh: -88; NR2E3 ag-1: -40; CaV13 FRET inh: -4; hiPSC survival: -0.4; H9c2 protect: 12; PDI turbidity: -8; HIF-2a block: -114; NR2E3 ag-2: 2; TRPM1 prom inh: -37

What do the screens show for `COC(=O)Cc1[nH]n(-c2ccccc2)c(=O)c1C=Nc1ccc(C)cc1`?
m5-HT2A agonist: -4; Shn3 inh set2: 2; Peg3 prom inh: -4; NR2E3 ag-1: 13; CaV13 FRET inh: -5; hiPSC survival: 0.9; H9c2 protect: -3; PDI turbidity: 6; HIF-2a block: 9; NR2E3 ag-2: -1; TRPM1 prom inh: -2

What do the screens show for `CCOC(=O)Cc1nnc2c(Nc3ccc(Cl)cc3)nc3nonc3n12`?
m5-HT2A agonist: -1; Shn3 inh set2: -5; Peg3 prom inh: 49; NR2E3 ag-1: 1; CaV13 FRET inh: -4; hiPSC survival: 10; H9c2 protect: -29; PDI turbidity: -1; HIF-2a block: 7; NR2E3 ag-2: 0; TRPM1 prom inh: 0

What do the screens show for `CCN(CC)S(=O)(=O)c1cccc(C(=O)NCC(c2ccccc2)N(C)C)c1` (stereo not drawn)?
m5-HT2A agonist: 5; Shn3 inh set2: -2; Peg3 prom inh: 1; NR2E3 ag-1: 10; CaV13 FRET inh: -20; hiPSC survival: -2.1; H9c2 protect: -1; PDI turbidity: 3; HIF-2a block: -13; NR2E3 ag-2: 1; TRPM1 prom inh: 2

How did Nc1ccccc1NC(=O)c1ccccc1 do in these assays?
m5-HT2A agonist: -1; Shn3 inh set2: -69; Peg3 prom inh: -35; NR2E3 ag-1: -55; CaV13 FRET inh: -4; hiPSC survival: -1.2; H9c2 protect: 10; PDI turbidity: 10; HIF-2a block: -141; NR2E3 ag-2: -2; TRPM1 prom inh: -4

What do the screens show for `O=C(COC(=O)c1ccccc1C(=O)c1ccc(Cl)c([N+](=O)[O-])c1)NC1CCCCCC1`?
m5-HT2A agonist: -4; Shn3 inh set2: 26; Peg3 prom inh: 104*; NR2E3 ag-1: -6; CaV13 FRET inh: -5; hiPSC survival: 17; H9c2 protect: -21; PDI turbidity: 0; HIF-2a block: 93*; NR2E3 ag-2: -1; TRPM1 prom inh: 100*

Results for CCCCC(=O)Nc1nn(CC)c2nc3c(C)cccc3cc12 ?
m5-HT2A agonist: -1; Shn3 inh set2: 9; Peg3 prom inh: 1; NR2E3 ag-1: 2; CaV13 FRET inh: -2; hiPSC survival: -0.1; H9c2 protect: -3; PDI turbidity: -2; HIF-2a block: 2; NR2E3 ag-2: -3; TRPM1 prom inh: -12

What do the screens show for `O=C(OCC(=O)N1CCOCC1)c1cc(F)c(F)cc1Cl`?
m5-HT2A agonist: 3; Shn3 inh set2: 7; Peg3 prom inh: 11; NR2E3 ag-1: 19; CaV13 FRET inh: -4; hiPSC survival: 0.6; H9c2 protect: 0; PDI turbidity: -5; HIF-2a block: 1; NR2E3 ag-2: 2; TRPM1 prom inh: -9

What do the screens show for `C=CCNC(=S)NNC(=O)c1csc(C)c1CC`?
m5-HT2A agonist: 5; Shn3 inh set2: -25; Peg3 prom inh: 1; NR2E3 ag-1: -19; CaV13 FRET inh: -8; hiPSC survival: 2.1; H9c2 protect: 1; PDI turbidity: 10; HIF-2a block: -2; NR2E3 ag-2: -1; TRPM1 prom inh: 19

Results for COn1c(SCc2cccc(Cl)c2)nc2ccccc2c1=O ?
m5-HT2A agonist: -5; Shn3 inh set2: 0; Peg3 prom inh: -30; NR2E3 ag-1: 16; CaV13 FRET inh: -4; hiPSC survival: -0.4; H9c2 protect: -20; PDI turbidity: 14; HIF-2a block: -26; NR2E3 ag-2: 2; TRPM1 prom inh: 5

What do the screens show for `COC(=O)C(Cc1ccc(OC(=O)c2ccccc2Cl)cc1)N1Cc2ccccc2C1=O` (stereo not drawn)?
m5-HT2A agonist: 3; Shn3 inh set2: 6; Peg3 prom inh: -168; NR2E3 ag-1: -24; hiPSC survival: -3.1; H9c2 protect: -16; PDI turbidity: -3; HIF-2a block: -189; NR2E3 ag-2: 0; TRPM1 prom inh: -46

What do the screens show for `O=C(c1ccco1)N1CCN(S(=O)(=O)c2ccc(Oc3ccccc3)cc2)CC1`?
m5-HT2A agonist: -1; Shn3 inh set2: 21; Peg3 prom inh: 27; NR2E3 ag-1: 49; CaV13 FRET inh: -7; hiPSC survival: 0.3; H9c2 protect: -13; PDI turbidity: 8; HIF-2a block: 9; NR2E3 ag-2: 1; TRPM1 prom inh: 5

Results for Cc1ccccc1-c1cc2nc(C)c(Cl)c(=O)n2[nH]1 ?
m5-HT2A agonist: 5; Shn3 inh set2: -6; Peg3 prom inh: -23; NR2E3 ag-1: -50; CaV13 FRET inh: -2; hiPSC survival: -0.6; H9c2 protect: 2; PDI turbidity: -3; HIF-2a block: -40; NR2E3 ag-2: -4; TRPM1 prom inh: 12

How did N#CCc1c(C#N)c(N)nc(Nc2ccccc2)c1C#N do in these assays?
m5-HT2A agonist: 1; Shn3 inh set2: 4; Peg3 prom inh: 3; NR2E3 ag-1: 3; CaV13 FRET inh: -7; hiPSC survival: 0.1; H9c2 protect: 2; PDI turbidity: -1; HIF-2a block: 14; NR2E3 ag-2: -1; TRPM1 prom inh: 0

Results for Cc1ccc(S(=O)(=O)N2[C@@H](c3cccc(Cl)c3)C(C(=O)O)=CC[C@H]2c2cccs2)cc1 ?
m5-HT2A agonist: 7; Shn3 inh set2: 0; Peg3 prom inh: -6; NR2E3 ag-1: 11; CaV13 FRET inh: -11; hiPSC survival: 3.9; H9c2 protect: 3; PDI turbidity: 2; HIF-2a block: 13; NR2E3 ag-2: 4; TRPM1 prom inh: -1

How did O=C(NCCN1CCN(C(=O)Nc2ccccc2)CC1)Nc1ccccc1 do in these assays?
m5-HT2A agonist: 3; Shn3 inh set2: -47; Peg3 prom inh: 3; NR2E3 ag-1: -6; CaV13 FRET inh: -2; hiPSC survival: 0.4; H9c2 protect: 3; HIF-2a block: 4; NR2E3 ag-2: 2; TRPM1 prom inh: -1

Results for O=C(NCCS(=O)(=O)NCc1cccnc1)c1ccccc1 ?
m5-HT2A agonist: -7; Shn3 inh set2: 1; Peg3 prom inh: -3; NR2E3 ag-1: 11; CaV13 FRET inh: -5; hiPSC survival: 0.2; H9c2 protect: 10; PDI turbidity: -4; HIF-2a block: 11; NR2E3 ag-2: -4; TRPM1 prom inh: 7

From PubChem BioAssay
